# Compound activity: PubChem, National Center for Advancing Translational Sciences (NCATS)
# AID inhibitor = inhibitors of human activation induced cytidine deaminase. Potency, µM (top dose mostly 115 µM), without a hit: at the highest dose activity change, negative = inhibition, most hits filed as inhibitors. AID 1347428. hit rate 0.32% among 91,000. AID deamination FRET fluorescence, UDG-coupled, 4 h; note: nearly all actives have a fitted effect of over 25% in size
# Target sequence (Q9GZX7 whole entry, looked up): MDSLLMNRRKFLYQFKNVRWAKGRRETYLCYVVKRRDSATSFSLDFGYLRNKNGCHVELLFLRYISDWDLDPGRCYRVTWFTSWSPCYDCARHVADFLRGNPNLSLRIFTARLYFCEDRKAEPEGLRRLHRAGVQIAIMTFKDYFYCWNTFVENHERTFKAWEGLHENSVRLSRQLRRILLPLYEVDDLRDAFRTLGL
# UDG counterscr = counter-screen for AID inhibitors: uracil-DNA glycosylase inhibition | FRET deamination/UDG coupled assay, UDG read, 4 h | Potency, µM (titrated, usually from 115 µM), inactives show at the top dose activity change, negative = inhibition, most hits filed as inhibitors | hit rate 0.14% among 91,000 | AID 1347430; note: nearly all actives have a fitted effect of over 65% in size
# Numbers without * were called inactive; i = inactive; ? = inconclusive; & = joins results of further samples; [ ] = remark or other dose. Calls come from the whole dose curve; as a rule, active = well fitted curve in the direction sought with a large enough effect; inconclusive = small, poorly fitted or top-dose-only effect, or another doubt; inactive = no such curve, though single readings can be large; an effect the other way counts as inactive or inconclusive. % is set by controls: 0 for no effect and ±100 for the full control effect; potency is the fitted concentration of half-maximal effect.
SMILES,AID inhibitor,UDG counterscr
Fc1ccc(OCc2nnc(-c3ccccc3)o2)cc1F,-3%,-9%
Cc1ccc(NC(=O)c2nc(S(=O)(=O)Cc3cccc(C)c3)ncc2Cl)cc1,12%,8%
C=CCc1cc(/C=C2/NC(=O)NC2=O)cc(OCC)c1OCc1ccc(F)cc1,-10%,1%
Cc1nc2ccc(C(=O)Oc3cccc4cccnc34)cc2nc1C,31%[activator],-6%
COc1cccc(NC(=O)N2CCC(n3c(C)nc4cccnc43)CC2)c1,3%,13%
CCCCN(CC)CCCNC(=O)Cn1ncc2c3ccccc3n(C)c2c1=O,4%,-21%[57.5 µM]
Cc1ccnc(SC(C(=O)O)c2ccccc2)n1 (stereo not drawn),8%,-5%
O=C(NC1CCCCC1)c1ccc(CSc2nc3cccnc3n2Cc2cccc(F)c2)cc1,?,-20%
O=C(Cn1cnc(S(=O)(=O)N2CCOCC2)c1)Nc1cccc(-c2ccno2)c1,2%,-6%
Cc1nc2nc(SCC(=O)NC3CCC(C)CC3)nn2c(C)c1Cc1ccccc1 (stereo not drawn),?,-19%
Cc1ccccc1C(=O)Nc1c(C)nc(Nc2ccccc2)nc1Nc1ccccc1,12%,-3%
Cc1cccc(C(=O)NC2(C(F)(F)F)N=C(c3ccccc3)N(Cc3ccco3)C2=O)c1 (stereo not drawn),1%,3%
COc1ccccc1-c1cc(C(=O)N2CCCCC2C)no1 (stereo not drawn),-16%,-15%
Cc1ccc(C(C)C)c(OCC(=O)Nc2ccc3c(c2)nc(CCn2nc(C)cc2C)n3C)c1,-7%,-4%
CCCCc1nn(-c2cc(Cl)ccc2OC)c2c1C(=O)CCC2,-7%,-6%
CCOc1cc2sc(N3CCC(C(=O)Nc4cc(C)cc(C)c4)CC3)nc2cc1Br,1%,6%
Cc1ccc(NC(=O)CCC(=O)N2Cc3ccccc3Oc3ncccc32)cc1F,3%,1%
O=C(CCCn1c(=O)c2cccn2c2ccccc21)NCc1ccccc1Br,-29%,-1%[57.5 µM]
CCCn1c(C)cc(C(=O)COc2ncnc3ccccc23)c1C,-16%,-4%
COc1cccc(-n2c(SCC(N)=O)nc3c(c2=O)C2(CCCC2)Cc2ccccc2-3)c1,7%,12%
CCCNC(=O)CSCc1cccs1,-5%,-10%
Cc1ccc(SCc2nc(-c3ccc(C(=O)NCCCN4CCOCC4)cc3)oc2C)cc1,-6%,0%
CCN(C(=O)CSc1nc2ccccc2n1Cc1ccccc1C#N)c1ccccc1,?,-22%
Cc1ccc(-c2cc(C(=O)NC3CC3)c3ccccc3n2)o1,14%,-2%
CCOC(=O)N1CCN(C(=O)CN(c2cc(C)ccc2OC)S(=O)(=O)c2ccc(C)cc2)CC1,-2%&7%,-4%&9%
CC(NC(=O)C1CCCC(C(F)(F)F)C1)c1cccc(C(F)(F)F)c1 (stereo not drawn),-10%,-3%
O=C(CC1C=CCC1)Nc1ccccc1Sc1ccccc1 (stereo not drawn),-3%,-3%
COc1cccc(C(=O)Nc2ccc(-c3nc4ccccc4s3)cc2Cl)c1,-19%,18%
COc1ccc(OC)c(-c2cc(C(=O)NC(C)c3ccccc3)no2)c1 (stereo not drawn),5%,26%
Cc1cccc(OCc2nnc(-c3ccccc3)o2)c1,0%,-5%
O=c1c2ccccc2nc(N2CCN(c3cccc(Cl)c3)CC2)n1-c1ccccc1,?,-8%[57.5 µM]
COc1cccc(CNC(=O)CCn2nc(C)c3c(C)n(-c4ccccc4)nc3c2=O)c1,-1%,-8%
CCCC(C)N(C)CC(=O)NC1(C#N)CCCCCC1 (stereo not drawn),-1%,0%
COc1ccc(N2CC(NC(=O)c3cccs3)CC2=O)cc1OC (stereo not drawn),27%,-8%
CCC(NC(=O)Cc1ccc2c(c1)CCC2)c1ccc(Br)cc1 (stereo not drawn),-3%,4%
CC(=O)c1cccc(NC(=O)CSc2nnc3ccc(-c4ccc5c(c4)OCO5)nn23)c1,?,6%
COc1ccccc1N1CCN(C(=O)c2cc3c(=O)oc4ccccc4c3s2)CC1,20%,-14%
CC(N)c1ccc(C(=O)O)o1 (stereo not drawn),-11%,4%
CCc1ccc(CNC(=O)C2CCN(c3nnc(-n4c(C)ccc4C)s3)CC2)cc1,-19%,-12%
Cc1ccc(NS(=O)(=O)c2ccc3[nH]c4c(c3c2)CCCC4)c(C)c1,38%[activator],-12%[57.5 µM]
CC(C)(C)c1ccc(C(=O)N2CCN(CCc3ccccn3)CC2)cc1,49%[activator][57.5 µM],15%[57.5 µM]
CC(C)(C)C1CCc2nc(NC(=O)COc3ccc(F)cc3)sc2C1 (stereo not drawn),14%,-22%
COc1ccc(-n2nnc(-c3nc(-c4ccccc4C)no3)c2N)cc1Cl,-8%,-3%
CCC(C)S(=O)(=O)c1oc(-c2cccs2)nc1S(=O)(=O)c1ccccc1 (stereo not drawn),1%,4%
COc1ccc(CCNC(=O)c2csc(NC3CC3)n2)cc1OC,10%,6%
Cc1cccc(C)c1-n1ncc(C(=O)Nc2ccc3c(c2)OCO3)c1C1CCN(C(=O)OC(C)(C)C)CC1,96%[activator],-21%
Cc1ccc(S(=O)(=O)NCC(c2ccc(N(C)C)cc2)N2CCCC2)cc1 (stereo not drawn),-18%,-7%
COc1cccc(C(=O)Nc2ccccc2C(=O)OCc2cc(=O)n3c4c(sc3n2)CCCC4)c1,-12%,-4%
Cc1ccc(C)c(N2CCN(C(=O)c3ccc(-c4nc(COc5ccccc5)c(C)o4)cc3)CC2)c1,?,-18%[57.5 µM]
CCOCCCNC(=O)C(c1ccc(Cl)cc1)N(Cc1ccc2c(c1)OCO2)C(=O)c1ccc(NC(C)=O)cc1 (stereo not drawn),-11%,3%
COc1ccc(OC)c(C(C)NC(=O)Cc2cccs2)c1 (stereo not drawn),1%,-6%
CCC(=O)N1CCc2cc(Br)cc(S(=O)(=O)Nc3ccccc3C(=O)OC)c21,17%,-9%
COc1ccc(NC(=O)Cc2c(C)c3ccc(OC)cc3oc2=O)c(OC)c1,-3%,-6%
CCC(=O)Oc1ccc2oc(=O)c(-c3ccc(OC)cc3)c(C)c2c1,-4%,-16%
Cc1nn(C)c2c1c(C(F)(F)F)cc(=O)n2C(C)C(=O)NCCc1ccccc1 (stereo not drawn),-6%,-16%
CCN(CCCNC(=O)c1nn(-c2ccc(C)cc2)c(=O)c2c1c1ccccc1n2C)c1ccccc1,17%,58%[activator]
CSCc1ccc(C(=O)Nc2ccccc2C(F)(F)F)cc1,-10%,-3%
Cc1ccc(C)c(NC(=O)c2cc(-c3cc(C)oc3C)nc3onc(C)c23)c1,7%,-2%
Cc1ccc(C(=O)c2oc3ccccc3c2NC(=O)c2nc(S(C)(=O)=O)ncc2Cl)cc1F,-6%&-14%,?
Cc1ccccc1C(=O)NC12CC3CC(CC(C3)C1)C2,4%,10%

# Later entries.
SMILES,AID inhibitor,UDG counterscr
Cc1ccc(C)c(N2CCN(C(=O)c3c(C)oc4nc(C)nc(N5CCOCC5)c34)CC2)c1,1%,-8%
Cc1ccc2nc(-c3c[nH]c4ccccc34)c(Nc3ccc(F)cc3)n2c1,-17%,-13%
O=S(=O)(c1ccc2[nH]c3c(c2c1)CCCCC3)N1CCN(c2ccccc2)CC1,?,-22%[57.5 µM]
Cc1ccccc1CSc1nc2c(sc3ccccc32)c(=O)n1CCCC(=O)NCCCOC(C)C,-21%,-1%[57.5 µM]
CCOC(=O)C1CCN(CCC(=O)Nc2ccc(OC)cc2)CC1,5%&11%,4%&45%
CCC(Sc1nnc(C)n2c1cc1occc12)C(=O)Nc1ccccc1OC (stereo not drawn),-23%,11%
COC(=O)C1=C(C)C=C(N2CCOCC2)C(C(=O)OC)C1c1ccc(OC)cc1 (stereo not drawn),1%,-2%
CC(C)[C@H](NC(=O)c1c(F)cccc1F)C(=O)O,4%,-5%
O=C(/C=C/c1ccc2ccccc2c1)c1ccc(F)cc1F,-5%,-4%
Cc1ccnc(NS(=O)(=O)c2ccc(NC(=O)c3nc(SC(C)C)ncc3Cl)cc2)n1,0%,28%
Cc1cccc(NC(=O)Cn2ncc3c4ccccc4n(Cc4ccccc4)c3c2=O)c1C,-4%,-10%[57.5 µM]
COc1ccc(-c2c(C)c3cc(O)ccc3oc2=O)cc1OC,-8%,?
CC(Cl)C(=O)NC1CCCCC1C (stereo not drawn),-10%,-11%
COc1cc(C2C(=O)N(C3CCCCCC3)CC(=O)N2Cc2ccccc2)ccc1OC(C)C (stereo not drawn),-20%,-7%[57.5 µM]
NS(=O)(=O)c1cccc(C(=O)O)c1,-5%,-5%
Cc1ccccc1OCCSc1nc2ccc(NC(=O)c3cccc(F)c3)cc2s1,-15%,?
CC1CCc2[nH]c3ccc(C(=O)NC4CCCC4)cc3c2C1 (stereo not drawn),5%,5%
C=CCn1c(N2CCCCC2)nc2c1c(=O)[nH]c(=O)n2C,-9%,-2%
Cc1ccc(C(=O)Nc2cccc(-c3nc4ccccc4s3)c2C)c(C)c1,-13%,-10%
Cc1cccc(C(=O)NC(NC(C)(C)C)C(Cl)(Cl)Cl)c1 (stereo not drawn),-3%,-2%
O=C(Cn1nc(-c2ccccc2F)ccc1=O)NCc1ccccc1Cl,-8%,0%
CC(=O)Nc1ccc(NC(=O)c2ccc3ccn(C)c3c2)cc1,13%,5%
COc1ccc2nc3oc(C(=O)Nc4cccc(C(F)(F)F)c4)cc3cc2c1,18%,6%
CC1CCCCN1CCCNC(=O)c1sc2ncccc2c1-n1cccc1 (stereo not drawn),135%[activator],27%
Brc1ccc(-c2noc(-c3cnccn3)n2)cc1,7%,1%
COc1ccccc1Nc1nc2ccccc2nc1NS(=O)(=O)c1ccc(Cl)s1,5%,-1%
Cc1ccc(-n2nc(C(=O)N3CCC(C)CC3)c(=O)n(C)c2=O)cc1,-5%,14%
Cc1cc(NC(=O)CSc2nccn2-c2cccc(Cl)c2)on1,12%,2%
CCC(CO)Nc1nc2c(c(=O)n(Cc3ccc(F)cc3)c(=O)n2C)n1C (stereo not drawn),-5%,-7%
N#C/C(=C\c1ccc(-c2ccc(Br)cc2)o1)C(=O)c1ccccc1,-6%,-7%
Cn1nc(C(=O)NCc2ccccc2)c2c1-c1ccccc1S(=O)(=O)C2,-10%,-8%
O=C(OCc1nnc(-c2ccc([N+](=O)[O-])cc2)o1)C1(c2ccc(Cl)cc2)CCC1,-4%,-2%
CCCCN(CC)c1nc(-c2ccc([N+](=O)[O-])cc2)nc2ccccc12,-11%,-9%
O=[N+]([O-])c1c(Nc2cccc(Cl)n2)ccc2nonc12,-6%,6%
Cc1c2occ(C(C)(C)C)c2cc2c1oc(=O)c1ccccc12,-19%,-12%
CCOc1ccc(Cn2c(=O)sc3ccccc32)cc1,i,10%
CCCn1c(/C=C/c2ccccc2)nc2ccccc21,-13%,3%
CCc1ccccc1NC(=O)Nc1cc(C(=O)NCc2ccc(C)cc2)ccc1N1CCCC1,5%,8%
COc1ccccc1Cn1cc(C(=O)c2ccc(C)cc2)c(=O)c2cc(C)ccc21,?,-5%
Cc1ccccc1C(=O)NNc1ncnc2c1cnn2-c1cccc(Cl)c1,-13%,-7%
CCCCCCCCOc1ccc(/C=C(/C#N)c2nc3ccccc3[nH]2)cc1,-6%,0%
COc1ccc(-n2cc(C(=O)N(C)c3cc(C)ccc3OC)c3ccccc3c2=O)cc1,?,-1%
C=CCN(Cc1ccc(Cl)s1)C(=O)C1CC1,-5%,-8%
COC(=O)c1ccc(C2C(C(=O)OC)C(=O)CC(C)(O)C2C(=O)OC)cc1 (stereo not drawn),-8%,-3%

# Structures shown so far that contain a Cl atom (17):
SMILES,AID inhibitor,UDG counterscr
Cc1ccc(NC(=O)c2nc(S(=O)(=O)Cc3cccc(C)c3)ncc2Cl)cc1,12%,8%
CCCCc1nn(-c2cc(Cl)ccc2OC)c2c1C(=O)CCC2,-7%,-6%
COc1cccc(C(=O)Nc2ccc(-c3nc4ccccc4s3)cc2Cl)c1,-19%,18%
O=c1c2ccccc2nc(N2CCN(c3cccc(Cl)c3)CC2)n1-c1ccccc1,?,-8%[57.5 µM]
COc1ccc(-n2nnc(-c3nc(-c4ccccc4C)no3)c2N)cc1Cl,-8%,-3%
CCOCCCNC(=O)C(c1ccc(Cl)cc1)N(Cc1ccc2c(c1)OCO2)C(=O)c1ccc(NC(C)=O)cc1 (stereo not drawn),-11%,3%
Cc1ccc(C(=O)c2oc3ccccc3c2NC(=O)c2nc(S(C)(=O)=O)ncc2Cl)cc1F,-6%&-14%,?
Cc1ccnc(NS(=O)(=O)c2ccc(NC(=O)c3nc(SC(C)C)ncc3Cl)cc2)n1,0%,28%
CC(Cl)C(=O)NC1CCCCC1C (stereo not drawn),-10%,-11%
Cc1cccc(C(=O)NC(NC(C)(C)C)C(Cl)(Cl)Cl)c1 (stereo not drawn),-3%,-2%
O=C(Cn1nc(-c2ccccc2F)ccc1=O)NCc1ccccc1Cl,-8%,0%
COc1ccccc1Nc1nc2ccccc2nc1NS(=O)(=O)c1ccc(Cl)s1,5%,-1%
Cc1cc(NC(=O)CSc2nccn2-c2cccc(Cl)c2)on1,12%,2%
O=C(OCc1nnc(-c2ccc([N+](=O)[O-])cc2)o1)C1(c2ccc(Cl)cc2)CCC1,-4%,-2%
O=[N+]([O-])c1c(Nc2cccc(Cl)n2)ccc2nonc12,-6%,6%
Cc1ccccc1C(=O)NNc1ncnc2c1cnn2-c1cccc(Cl)c1,-13%,-7%
C=CCN(Cc1ccc(Cl)s1)C(=O)C1CC1,-5%,-8%

# These rows are one share of the data; count on the stated rates, not on these rows.
